NRP1-CendR mod = NRP-1/CendR interaction modulation; FAM-RPARPAR peptide binding to NRP-1, fluorescence polarization; actives 0.85% (n = 360,000); AID 602438; inhibition, % at 25 µM;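 active means inhibition or corrected inhibition above about 18%, plus a signal ratio from 0.5 to 1.5, limit read from the data, passing the limit was not always enough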; further: strong numbers were not always called active
SKN-1 block = C. elegans SKN-1 inhibition; C. elegans VP596 Pgst-4::GFP/RFP ratio, acrylamide-induced, 24 h; inhibition, % at 21.8 µM; actives 0.49% (n = 360,000);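 active means interference check ratio from 0.5 to 1.5 plus GFP to RFP signal ratio inhibition reaching or exceeding a fixed threshold, cut at about 30% in these data, passing the limit was not always enough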; further: some compounds called inactive have numbers as strong as hits
Rin1-Abl PPI inh = blocks binding of human Rin1 to Abl; TR-FRET Rin1/Abl binding, biochemical; AID 588664; inhibition, % at 7.35 µM; P00519+Q13671; actives 0.4% (n = 360,000); in the data active means inhibition above about 5%, passing the limit was not always enough
MsrA act = activates bovine MsrA enzyme | purified bovine MsrA, absorbance read-out | activation, % at 10.6 µM | actives 0.3% (n = 360,000) | AID 602163; in the data active means activation above about 7.5%;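 further: 0% = vehicle and 100% = reference activator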
Neddylation inh = blocks human cullin neddylation | P61081+Q13564 | TR-FRET cullin neddylation, biochemical | calls only at 25 µM | actives 0.58% (n = 360,000); in the data active means inhibition above about 36%
FAS-TE inh = FAS thioesterase (human) inhibition; inhibition, % at 15 µM; P49327; AID 602261; recombinant FAS-TE, OMFH fluorogenic substrate, fluorescence endpoint; actives 0.67% (n = 360,000);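 active means compounds whose normalised, plate-corrected inhibition of enzyme fluorescence in the single-dose primary screen is 50% or more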;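 further: 0% = DMSO with enzyme and 100% = substrate without enzyme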
E coli Lon inh = E. coli protease La inhibition; P0A9M0; purified E. coli Lon protease, fluorescence polarization; inhibition, % at 7.94 µM; actives 0.42% (n = 360,000); in the data active means inhibition above about 13%, passing the limit was not always enough;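 further: 0% = enzyme with probe and DMSO and 100% = no enzyme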
Target sequence (P0A9M0 whole entry, looked up): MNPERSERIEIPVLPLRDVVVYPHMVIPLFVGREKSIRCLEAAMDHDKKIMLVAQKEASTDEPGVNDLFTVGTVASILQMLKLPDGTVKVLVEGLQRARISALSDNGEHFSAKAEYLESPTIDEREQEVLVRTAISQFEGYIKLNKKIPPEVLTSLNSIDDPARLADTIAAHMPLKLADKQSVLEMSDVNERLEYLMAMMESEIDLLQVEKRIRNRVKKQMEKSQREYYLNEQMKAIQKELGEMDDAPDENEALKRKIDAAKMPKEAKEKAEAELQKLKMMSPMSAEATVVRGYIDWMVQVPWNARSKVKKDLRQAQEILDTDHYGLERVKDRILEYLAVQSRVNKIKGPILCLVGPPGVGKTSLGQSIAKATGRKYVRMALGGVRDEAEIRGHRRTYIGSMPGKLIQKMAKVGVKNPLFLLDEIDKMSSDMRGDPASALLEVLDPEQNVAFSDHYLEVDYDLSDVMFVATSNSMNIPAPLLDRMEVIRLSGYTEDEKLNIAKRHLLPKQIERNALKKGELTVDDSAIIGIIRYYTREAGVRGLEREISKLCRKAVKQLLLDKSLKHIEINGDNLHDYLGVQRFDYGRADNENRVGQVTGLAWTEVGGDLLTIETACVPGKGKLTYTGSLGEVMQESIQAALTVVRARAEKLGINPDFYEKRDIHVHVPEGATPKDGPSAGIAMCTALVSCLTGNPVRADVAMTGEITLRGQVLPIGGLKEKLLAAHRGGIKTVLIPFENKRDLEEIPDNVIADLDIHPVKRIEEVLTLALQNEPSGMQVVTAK
MT1-MMP act inh = inhibitors of human MT1-MMP activation | P50281 | actives 0.061% (n = 360,000) | GFP/RFP ratio change, % at 20 µM | HT1080 RFP-PRO-GFP cells, GFP/RFP ratio fluorescence, overnight; percent of plate control window, DMSO zero;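 active means GFP/RFP ratio change of at least 30% with cell ATP level not reduced by more than half and red fluorescence within 50% of control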; further: strong numbers were not always called active
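Assay system – RFP-PRO-GFP reporter HT1080 cells · Compound dosing – single dose of 20 µM compound, 1% DMSO final · Incubation – overnight compound exposure at 37 °C · Measure – GFP/RFP fluorescence ratio · Benchmarks – DMSO wells and RFP-L50D-GFP cells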
MLLE-PAM2 inh = inhibitors of microRNA-mediated deadenylation, human PABP1 MLLE binding; P11940; GST-MLLE / FITC-PAM2 fluorescence polarization; inhibition, % at 20 µM; actives 0.36% (n = 360,000); AID 588489; in the data active means inhibition above about 35%, passing the limit was not always enough;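 further: plate controls were DMSO wells with GST-MLLE for no effect and wells lacking GST-MLLE protein for full effect; some results filed as inactive read as strong as hits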
Numbers without * were called inactive; i = inactive; . = no result given; & = joins results of further samples. Hits appear at their usual frequency. About 4% of those tested had a hit in this group.

SMILES	NRP1-CendR mod	SKN-1 block	Rin1-Abl PPI inh	MsrA act	Neddylation inh	FAS-TE inh	E coli Lon inh	MT1-MMP act inh	MLLE-PAM2 inh
Cc1ccc(NC(=O)Cn2nnc(C(=O)NCc3cccs3)c2N)cc1Cl	-6	0	3	-3	i	-4	-2	2	-17
Cc1ccc(N2C(=O)C(O)(C(F)(F)F)C3=C2CC(C)(C)CC3=O)cc1 (configuration not stated)	-5	-2	1	3	i	-5	-7	-1	12
CCOc1ccc2nc(NC(=O)Nc3cccs3)sc2c1	-31	-6	6	-2	i	2	-3	2	-6
Cc1cc(NC(=O)CSc2cc(C)c3ccccc3n2)no1	12	5	-6	-2	i	6	-10	4	8
COc1ccccc1CC(NC(C)=O)C(=O)NC1CCN(C(=O)Nc2ccccc2Cl)CC1 (configuration not stated)	18	7	0	-6	i	-6	4	1	9
Nc1ccc(S(=O)(=O)NN=Cc2ccccc2[N+](=O)[O-])cc1	4	5	1	2	i	-7	-4	0	-6
O=C(NCc1ccc(Cl)cc1)C1CCC(=O)N(C2CCCCCC2)C1 (configuration not stated)	10	-3	2	-5	i	1	7	2	-3
O=C(Cn1cnc2ccccc2c1=O)c1ccc(Cl)cc1	9	2	-2	-4	i	-1	1	1	7
CC(=O)NCCCc1nc2ccccc2n1Cc1c(F)cccc1Cl	12	4	0	-3	i	-4	-12	-12	5
COC(=O)[C@]12CCCCC=C1N(Cc1ccc(Cl)cc1Cl)C(=O)[C@H](CC(=O)NCCCN1CCCC1=O)C2	-1	16	.	-9	i	-7	0	1	.
COc1ccccc1NC(=O)C(C)OC(=O)/C(=C/c1ccccc1)NC(C)=O (configuration not stated)	-12	-6	-1	1	i	-5	-10	2	-6
CC(=O)Nc1ccc(NC(=O)CSC2=NS(=O)(=O)c3ccccc3N2)cc1	8	-10	-3	-6	i	-4	-3	5	23
O=C(CCc1nnc(COc2ccccc2)o1)NCCc1cccs1	0	4	0	-3	i	-12	-4	0	8
O=C(C1CCCCC1)N1CCN(c2ccccc2F)CC1	1	0	0	-2	i	-3	3	2	-6
O=C(O)c1cccc(NC(=S)N/N=C/c2ccccc2OCc2cccc(Br)c2)c1	2	-10	-4	-1	i	16	-7	-3	36
CN1CCN(C(=O)c2cc3ccccc3oc2=O)CC1	5	-8	2	-2	i	-7	-7	-1	4
COc1cc(SC)ccc1C(=O)Nc1cc(C)c(OCC(=O)N2CCOCC2)c(C)c1	4	-3	-2	-7	i	3	-13	0	-6
CCOc1cc(C(=S)N2CCCC2)ccc1OCC(=O)Nc1c(C)cc(C)cc1C	-2	-5	1	-1	i	2	-3	1	17
C#CCN(C[C@H]1[C@H](OC(=O)NC2CC2)[C@H](OC(=O)NC2CC2)C[C@@H](C(=O)OC)[C@H]1C(=O)OC)S(=O)(=O)c1ccc(C)cc1	6	-11	-2	-3	i	-6	-7	0	-8
CC[C@]12c3[nH]c4cc(-c5ccco5)ccc4c3CCN1C(=O)[C@@H](CC(=O)NCc1cccc(C(F)(F)F)c1)C[C@@H]2C(=O)N1CCN(C(=O)c2ccco2)CC1	-24	15	-5	1	.	17	10	1	-1
NC(=O)[C@@H]1CCCN1Cc1nc(-c2cccs2)no1	6	5	-2	-7	i	-4	9	2	16
CCOC(=O)c1c(NC(=O)c2nn(CC)cc2Br)sc2c1CCCCC2	-8	8	0	-2	.	27	-8	-4	29
OCC1(Cc2cccc(C(F)(F)F)c2)CCN(Cc2cc3ccccc3o2)CC1	-12	4	1	-1	i	35	12*	0	5
Cc1ccc(OCc2ccc([N+](=O)[O-])cc2)c([N+](=O)[O-])n1	9	0	3	-3	i	2	-8	3	-9
CN1CCCN(C(=O)CC2(CC(=O)O)CCCC2)CC1	8	1	2	0	i	-3	9	0	9

Reprinted from the part before: 2 entries, then new ones.
SMILES	NRP1-CendR mod	SKN-1 block	Rin1-Abl PPI inh	MsrA act	Neddylation inh	FAS-TE inh	E coli Lon inh	MT1-MMP act inh	MLLE-PAM2 inh
Cc1ccc(OCc2ccc([N+](=O)[O-])cc2)c([N+](=O)[O-])n1	9	0	3	-3	i	2	-8	3	-9
CN1CCCN(C(=O)CC2(CC(=O)O)CCCC2)CC1	8	1	2	0	i	-3	9	0	9
CCN(CC)S(=O)(=O)c1ccc(N2CCOCC2)c(NS(=O)(=O)c2ccc(OC)cc2)c1	-1	-6	2	-7	i	-4	-4	-4	11
O=C(NC1CCC(C(=O)O)CC1)OCc1ccccc1 (configuration not stated)	-6&-13&-2	5&18&-22	3&-2&3	-2&-2&-2	i	-8&-3&-4	-5&9&4	4&1&-2	-1&6&-4
Cc1nc2nc(-c3ccco3)[nH]n2c(=O)c1C	-6	-13	-2	-12	.	-9	-8	-6	-1
CC(Oc1ccc2oc(-c3ccccc3)c(C(=O)O)c2c1)C(=O)O (configuration not stated)	-10	-32	-2	-11	.	-9	-11	5	-7
CC1Cc2ccccc2C(=O)N1 (configuration not stated)	-7	-8	1	-5	i	-14	-3	5	0
CCOc1cc(/C=C2/N=C(C)C(C(=O)OC)=C2O)ccc1O	-62	10	-1	-3	i	-2	-90	-5	-71
CCC(C)NC(=O)CN(C1CCCCC1)S(=O)(=O)c1ccc(F)cc1 (configuration not stated)	-14	-12	-2	-5	i	3	-11	1	4
CC(=O)Cc1nsc(Nc2ccc3c(c2)OCCO3)n1	-29	2	4	-3	i	-4	-1	5	5
Nc1cc(OC(=O)c2c(F)cccc2Cl)nn1S(=O)(=O)c1ccccc1	10	5	1	-6	i	11	5	0	3
CC(=O)Nc1cccc(-c2ccnc3c2CC(C)(C(=O)Nc2cccc(OC(F)(F)F)c2)O3)c1 (configuration not stated)	-4	11	3	-2	i	17	-1	-5	3
Cc1nnc(Nc2ccc(C(=O)N3CCOCC3)cc2)c2ccccc12	-17	4	-4	-12	i	-14	-9	-1	-18
O=C(NNC(=O)c1cccs1)c1ccc(Cl)nc1	-7	9	-1	-4	i	-5	-1	4	-6
CCOC(=O)c1cccc(NC(=O)c2cc3sccc3n2C)c1	1	3	-1	-2	i	25	-4	-8	-4
O=C(/C=C/c1cccnc1)c1ccc(NC(=O)c2cccc(Br)c2)cc1	19*	18	1	-2	i	7	-6	0	6
COc1cc(C(=O)NCc2nnc(SCC(=O)Nc3nc4ccc(C)cc4s3)o2)cc(OC)c1OC	-5	4	3	-8	i	-7	-7	-2	18
O=C(Nc1ccc(Cl)cc1)C1CCCN(C2=NS(=O)(=O)c3ccccc32)C1 (configuration not stated)	5	2	7	-2	i	-1	-2	-4	-12
N#Cc1ccc(-c2ccc(C3Nc4ccccc4C(=O)N3O)o2)cc1 (configuration not stated)	-26	5	-2	-3	i	8	-7	-12	-2
C#CCOCCOCCOCCNc1nc(N2CCN(C(=O)[C@H](CCCCN)n3cc(CCCC)nn3)CC2)nc(N2CCN(C(=O)[C@H](Cc3ccc(O)cc3)n3cc(CCO)nn3)CC2)n1	4	9	7	-5	i	-12	-6	4	-29
COc1ccccc1C(=O)Nc1ccc(C(=O)c2ccccc2)cc1	5	10	1	-5	i	22	-11	-1	-7
Nc1ccn([C@@H]2O[C@H](CNCc3cnc(N4CCOCC4)s3)[C@@H](O)[C@H]2O)c(=O)n1	-8	14	-3	-2	i	-4	-9	0	-2
COC(=O)c1cc(NC(=O)CN(c2ccc3c(c2)OCO3)S(C)(=O)=O)ccc1Cl	8	36*	-2	1	i	16	1	-2	-6
C#CCN(Cc1ccco1)C(=O)c1cc(COc2ccc(F)cc2Cl)on1	-1	10	3	-3	i	26	15	-4	-4
CCc1ccc([C@@H]2C[C@H]3[C@@H](CN2S(=O)(=O)c2ccc(C)cc2)C(=O)C[C@@H](c2ccc(Cl)cc2)N3S(=O)(=O)c2ccc(C)cc2)cc1	0	-2	2	-4	i	14	-2	-6	8
COc1ccc(-c2nn(-c3ccccc3)cc2/C=C/C(=O)NCCCn2ccnc2)cc1OC	3	0	2	-4	.	-26	-2	1	-28
CCc1c(C)nc(SCC(=O)c2cccs2)c(C#N)c1C	-16	15	-7	-3	i	15	-44	-53	-7

Taken from above.
FAS-TE inh, `COc1ccccc1C(=O)Nc1ccc(C(=O)c2ccccc2)cc1` reads 22
MT1-MMP act inh, `CC1Cc2ccccc2C(=O)N1` (configuration not stated) reads 5
E coli Lon inh, `CCOc1cc(/C=C2/N=C(C)C(C(=O)OC)=C2O)ccc1O` reads -90
SKN-1 block, `COc1cc(C(=O)NCc2nnc(SCC(=O)Nc3nc4ccc(C)cc4s3)o2)cc(OC)c1OC` reads 4
E coli Lon inh, `C#CCN(Cc1ccco1)C(=O)c1cc(COc2ccc(F)cc2Cl)on1` reads 15

More structures.
SMILES	NRP1-CendR mod	SKN-1 block	Rin1-Abl PPI inh	MsrA act	Neddylation inh	FAS-TE inh	E coli Lon inh	MT1-MMP act inh	MLLE-PAM2 inh
CCOC(=O)Cc1csc(NC(=O)CSc2nnc(C3CC3)n2C)n1	8	9	2	0	i	0	-2	-7	7
Cc1sc2nc(CSc3ccccc3)nc(N3CCC(C(N)=O)CC3)c2c1C	3	3	1	-5	i	9	2	-5	12
C=CCCC(=O)N(C)CCO	3	-12	6	0	i	-2	-8	-1	1
C=CCn1c(=O)c2ccccc2n2c(SCC(=O)NCCc3ccccc3)nnc12	1	6	2	-2	i	-2	-11	-1	7
CC12CCC(C(=O)NCc3ccc4c(c3)OCO4)(CC1=O)C2(C)C (configuration not stated)	2	0	2	-9	i	-8	-6	-8	-6
COCCn1c(SCC(=O)Nc2cc(C)on2)nnc1-c1ccco1	-4	4	-1	-3	i	-4	-4	-3	-4
CC(=O)Nc1ccc(S(=O)(=O)Nc2cccc(NC(=O)c3ccco3)c2)cc1	-2	5	-2	-3	i	-1	-7	-1	3
COc1cc(C(=O)NN2C(=O)NC3(CCC(C)CC3)C2=O)ccc1OC(F)F (configuration not stated)	-3	-15	-1	-4	i	-3	-7	-2	3
COC(=O)Cc1cc(=O)n2[nH]cnc2n1	2	7	-1	-1	i	-5	5	2	-7
CN(C(=O)c1cccc(NC(=O)Cc2cccc([N+](=O)[O-])c2)c1)C1CCCCC1	15	-12	-1	-2	i	27	-6	-3	7
CCOc1cc(C(=O)OC(C)C(=O)Nc2ccc(S(N)(=O)=O)cc2)ccc1OCC(=O)N1CCOCC1 (configuration not stated)	-4	1	1	-2	i	-13	15	2	2
COc1ccc(C)cc1NS(=O)(=O)c1ccc2c(c1)oc(=O)n2C	-4	0	1	-5	i	8	-13	1	-11
CN(Cc1c(C(=O)N/N=C/c2ccccc2O)nnn1-c1nonc1N)C1CCCCC1	8	2	-7	0	.	8	-1	6	-7
O=C1CC(SCc2nc3ccccc3[nH]2)C(=O)N1c1cccc(F)c1 (configuration not stated)	2	12	-1	-5	i	-8	1	-17	36
COc1ccc2c(c1)CCC/C2=N\Nc1nc(C(=O)NN)cs1	8	4	0	-2	i	0	0	0	-67
C=CCn1c(Oc2cc(C)ccc2C)nc2c1c(=O)n(C)c(=O)n2C	6	-2	4	-4	i	4	3	3	-5
O=C1c2ccccc2NC(c2ccc(-c3cccc(Cl)c3)o2)N1O (configuration not stated)	-17	1	-3	-3	i	-27	-8	-5	11
COC(=O)C(OC(=O)c1ccc(OC)cc1)C(=O)OC	-8	-8	2	-3	i	-11	-8	2	-3
Cc1nc2ccccc2c(=O)n1/N=C/c1ccc(O)c(O)c1O	-58	10	27*	0	i	1	4	0	26
N#Cc1ccccc1NC(=O)CSc1n[nH]c(-c2ccco2)n1	-9	-7	-1	-2	i	-5	-3	-1	-23
O=C(Oc1nsnc1N1CCOCC1)c1ccccc1	-11	3	1	-2	i	-11	3	6	0
Cc1sc2ncnc(OCc3nnc(-c4cccs4)o3)c2c1C	-16	-13	-2	0	i	-2	-4	1	-15
CSc1sc(C(=O)NNC(C)=O)c2c1C=CCC2	8	22	-4	-1	i	-2	-1	0	4
CCCOC(=O)CN1C(=O)c2ccccc2C1=O	16	31	-4	1	i	-4	5	5	-13

Source: PubChem (several laboratories)
